Compound activity as filed in PubChem.
MRP reversal – MRP-mediated drug resistance reversal; differential viability (reversal), % at 10 µM; hit rate 0.04% among 85,000; H69AR cells + 2 uM doxorubicin, CellTiter-Glo, 72 h;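 active = viability drop by adding the cancer drug above about 55%, with treated viability meeting a 40% cutoff, limit read from the data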;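 note: viability without doxorubicin minus viability with 2 µM doxorubicin for each compound; larger differential means the compound sensitizes cells more to doxorubicin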
PLAP inhibitors HTS – inhibition of human placental alkaline phosphatase – biochemical, luminescence, HTS (AID 690) | purified PLAP, luminescent substrate; higher % means a stronger effect | hit rate 0.08% among 96,000 | inhibition, % at 20 µM, or IC50 in µM where a hit was titrated; in the data active = a potency from the dose series; inactive = the rest, 99 in 100 with inhibition below about 30%; note: strong numbers were not always called active
IL1B NFkB pot – enhances IL-1B driven NFkB nuclear translocation; HUVEC IL-1B NFkB p65 nuclear translocation imaging; activation, % at 2 µM; hit rate 0.3% among 94,000;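 active = activation above 40%, about the mean plus 3 SD, also judged a hit on visual image review; inconclusive = activation above 40% but not a hit on visual review; inactive = activation not above 40% and no visual hit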;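 note: percent activation is computed from the nuclear over cytoplasmic p65 intensity ratio; values of inactives mirror those of a sister screen read the other way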
Bcl-B displacement – displacers of TR3 peptide from Bcl-B, primary screen, selectivity assay for Bfl-1 inhibitor project, biochemical, fluorescence polarization. hit rate 0.11% among 96,000. FP displacement of FITC-TR3 peptide from Bcl-B; higher % means a stronger effect. AID 748. displacement, % at 20 µM, or IC50 in µM where a hit was titrated;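 active = displacement above 50% at 20 µM plus a fluorescence interference ratio under 1.5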;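 note: plate controls were wells without compound for no effect and wells lacking Bcl-B protein for full effect; a part of the inactive calls stands beside numbers as strong as those of hits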
IL1B NFkB inh – blocks IL-1B driven NFkB nuclear translocation in HUVEC cells; AID 796; inhibition, % at 2 µM; HUVEC IL-1B NFkB p65 nuclear translocation imaging; hit rate 0.43% among 94,000;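 active = inhibition above about 30% together with a positive call from visual inspection of the well image, limit read from the data; inconclusive = inhibition above a set limit but visual check negative; inactive = inhibition not above a set limit, visual check negative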;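 note: nuclear over cytoplasmic p65 intensity ratio measured by imaging; 0% = IL-1B stimulated DMSO wells and 100% = unstimulated DMSO wells; values of inactives mirror those of a sister screen read the other way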
MRP reversal cytotoxicity – also measured in MRP reversal; calls as there; viability, %; H69AR cells, CellTiter-Glo, 72 h; measured here: cytotoxicity without doxorubicin
MRP reversal with doxorubicin – also measured in MRP reversal; calls as there; viability, %; measured here: viability with 2 uM doxorubicin; stronger effect = lower value
IL1B NFkB inh cell count 2 µM – further read-out of IL1B NFkB inh, marked with its call; cell count; measured here: cells passing quality filter;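 raw number of nuclei counted in each imaged well without normalization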
IL1B NFkB pot cell count 2 µM – also measured in IL1B NFkB pot; calls as there; cell count; measured here: cells passing quality filter
The depositor's hits bear a star; ? = inconclusive; nt = no result given.

SMILES	MRP reversal	MRP reversal cytotoxicity	MRP reversal with doxorubicin	PLAP inhibitors HTS	IL1B NFkB pot	IL1B NFkB pot cell count 2 µM	Bcl-B displacement	IL1B NFkB inh	IL1B NFkB inh cell count 2 µM
CCc1nc(N)c(C#N)c(-c2ccc(OC)c(OC)c2)c1C	-3	82	85	-22%	24	147	1%	-24	147
O=C(CN1C(=O)CNC1=O)Nc1cccc(C(F)(F)F)c1	3	84	80	10%	17	151	2%	-17	151
Cc1nc2nc(-c3cccnc3)nn2c(C)c1Cl	6	86	80	2%	-3	174	-3%	3	174
Cc1ccc(N2C(=O)C(Cc3ccccc3)NC2=S)cc1 (stereo not given)	nt	nt	nt	-10%	11	111	0%	-11	111
O=C(Nc1cccc(F)c1)c1c(F)c(F)c(F)c(F)c1F	-22	67	89	16%	14	97	-2%	-14	97
COc1ccc(/C=N/N=C2/NC(=O)C(c3ccccc3)(c3ccccc3)S2)cc1	-2	98	100	-24%	-7	187	2%	7	187
CC(C)Oc1cc2oc(=O)c3c(c2cc1Cl)CCC3	2	99	97	22%	-14	115	-1%	14	115
CCN(CC(=O)NC1CCCC1)S(=O)(=O)c1ccc(C)cc1	3	99	96	-13%	4	120	-6%	-4	120
O=C(CCN1CCc2ccccc2CC1)c1ccc2c(c1)OCCO2	6	101	96	-40%	9	167	20%	-9	167
COC(=O)C1=C(NC(=O)c2ccc(C)cc2)CCS1	nt	nt	nt	-2%	-3	185	-7%	3	185
CCOC(=O)C1=C(N)n2c(s/c(=C/c3ccccc3)c2=O)=C(C(=O)OCC)C1c1ccccc1 (stereo not given)	-2	9	12	-3%	6	160	-8%	-6	160
Cc1ccc(C(=O)NC2CCS(=O)(=O)C2)cc1S(=O)(=O)N1CCCCC1 (stereo not given)	-2	89	91	-26%	7	108	3%	-7	108
O=C(/C(=C/O)N=Nc1ccc(Cl)cc1)c1ccncc1	nt	nt	nt	-4%	-9	151	6%	9	151
Cc1nc(NC(=O)/C=C/c2ccccc2)sc1C(=O)Nc1ccc(Cl)cc1	nt	nt	nt	0%	-4	137	0%	4	137
CC(C)Cc1ccc(S(=O)(=O)N2CCN(C(=O)c3ccco3)CC2)cc1	1	94	93	6%	28	132	-9%	-28	132
Cc1ccc(-n2c3c(cc(C(=O)Nc4cccc(C)n4)c2=O)C(=O)CCC3)cc1	-1	93	94	-22%	nt	nt	-8%	nt	nt
O=C(CSc1nc2ccccc2[nH]1)NCc1ccco1	8	92	84	12%	5	72	-7%	-5	72
CCC(=NC1CC(C)(C)NC(C)(C)C1)C1=C(O)CC(C)(C)CC1=O	4	102	98	-11%	-4	114	8%	4	114
Cc1nn2c(c1-c1ccccc1)N=C(c1ccco1)CC2c1ccccc1 (stereo not given)	2	88	86	-55%	29	206	-26%	-29	206
Cc1nnc(-c2cnn(-c3ccccc3)c2N)n1Cc1ccc(F)cc1	nt	nt	nt	8%	10	151	-6%	-10	151
Cn1nnnc1SCc1nc2ccccc2s1	10	102	92	24%	16	168	1%	-16	168
Cc1ccc(NC(=O)C2C(c3ccccc3)C=CC(c3ccccc3)C2C(=O)O)cc1 (stereo not given)	nt	nt	nt	-38%	8	155	-9%	-8	155
COc1ccc(C)cc1-n1c(-c2ccncc2)n[nH]c1=S	-3	63	66	6%	25	109	-5%	-25	109
CC(C)(C)n1nnnc1C(c1ccncc1)N1CCCCCC1 (stereo not given)	nt	nt	nt	-53%	7	187	7%	-7	187
Cc1nnc(SCC(=O)N(C)Cc2ccccc2)[nH]c1=O	4	96	92	10%	-12	101	-2%	12	101
SMILES	MRP reversal	MRP reversal cytotoxicity	MRP reversal with doxorubicin	PLAP inhibitors HTS	IL1B NFkB pot	IL1B NFkB pot cell count 2 µM	Bcl-B displacement	IL1B NFkB inh	IL1B NFkB inh cell count 2 µM
O=C(CCSc1ccc(Cl)c(Cl)c1)NC12CC3CC(CC(C3)C1)C2	nt	nt	nt	8%	15	128	-3%	-15	128
Cc1cc(C)cc(NC(=O)c2ccc(CSc3nnnn3C)cc2)c1	nt	nt	nt	17%	2	98	-18%	-2	98
O=C(O)CCc1ccc(S(=O)(=O)NCCc2ccccc2)cc1	-3	99	102	-10%	-10	167	-7%	10	167
O=C(CN(Cc1ccccc1)S(=O)(=O)c1ccc2c(c1)OCCO2)N/N=C/c1ccc(F)cc1	nt	nt	nt	-1%	9	134	-2%	-9	134
COc1ccc(-n2c(SCC(=O)NCC3CCCO3)nc3ccccc32)cc1 (stereo not given)	6	93	87	-66%	31	147	-12%	-31	147
CCOC(=O)C1CCN(C(=O)Cn2cccc2C(=O)c2ccccc2)CC1	-3	84	87	12%	5	73	5%	-5	73
CCOC(=O)c1oc2ccccc2c1CSc1nnc(-c2ccco2)o1	8	80	71	8%	nt	nt	-3%	nt	nt
c1coc(-c2ncc[nH]2)c1	-4	94	99	7%	-10	114	6%	10	114
N#CC1=C(N)OC2=C(C(=O)CCC2)C1c1ccsc1 (stereo not given)	22	100	79	10%	27	142	-5%	-27	142
Cc1c(NC(=O)NC(=O)c2ccc(F)cc2)c(=O)n(-c2ccccc2)n1C	-6	100	106	15%	26	197	-6%	-26	197
Cc1csc(NC(=O)CSc2ncn(-c3ccccc3)n2)n1	10	84	74	1%	-10	187	12%	10	187
CCN1CCN(C(=O)C2CCN(C(=O)c3cc4sccc4n3CC)CC2)CC1	-2	83	86	-57%	-1	47	3%	1	47
CCCNC(=O)C1CC(=O)N(c2ccc(OCC(=O)Nc3cc(C)cc(C)c3)cc2)C1 (stereo not given)	3	80	77	-34%	nt	nt	0%	nt	nt
COc1cc2c(cc1OC)CN(CC(=O)Nc1ccc3c(c1)OC(F)(F)O3)CC2	nt	nt	nt	-42%	-8	151	-10%	8	151
Cc1ccc2nc3c(c(C(=O)O)c2c1)CCC3	11	95	84	-4%	1	65	47%	-1	65
COc1ccccc1Nc1nc(N)nc(CN2CCCCCC2)n1	8	81	73	-40%	12	110	0%	-12	110
COc1cc(C2CC(=O)n3c(nc4ccccc43)S2)cc(OC)c1OC (stereo not given)	-15	101	116	nt	-3	99	nt	3	99
CC(C)NC(=O)COC(=O)c1ccccc1Oc1ccccc1	nt	nt	nt	-47%	4	165	-11%	-4	165
O=C(c1ccccc1)c1cc(-c2ccccc2)on1	24	98	74	9%	-2	189	-12%	2	189
CCSc1nnc(-c2cccc(S(=O)(=O)N(C)C)c2)n1-c1cc(OC)ccc1OC	10	93	84	-69%	-4	103	2%	4	103
COC(=O)C1=C(C)N=c2s/c(=C/c3cccs3)c(=O)n2C1c1cccs1 (stereo not given)	-5	74	79	-12%	12	156	-23%	-12	156
COc1cc(-c2nc(-c3ccc4c(c3)-c3ccccc3S4(=O)=O)c(-c3ccccc3)[nH]2)cc(OC)c1OC	-8	61	69	-83%	-3	165	-20%	3	165
O=C(O)CSC12CC3CC(C1)CC(C(=O)O)(C3)C2	-13	97	110	-1%	nt	nt	-5%	nt	nt
COc1cccc(C2CC(c3ccccc3C)n3nc(N)nc3N2)c1 (stereo not given)	0	103	103	3%	nt	nt	-5%	nt	nt
CCc1ccc2oc(=O)cc(CN3CCOCC3)c2c1	-1	82	83	-1%	-7	188	-2%	7	188
SMILES	MRP reversal	MRP reversal cytotoxicity	MRP reversal with doxorubicin	PLAP inhibitors HTS	IL1B NFkB pot	IL1B NFkB pot cell count 2 µM	Bcl-B displacement	IL1B NFkB inh	IL1B NFkB inh cell count 2 µM
N#Cc1c(N2CCCC(O)C2)nc(N)c2c(N)nc3c(c12)CC(=O)N3C12CC3CC(CC(C3)C1)C2 (stereo not given)	-9	3	13	-30%	nt	nt	-18%	nt	nt
c1coc(CNc2c3c(nc4ccccc24)CCC3)c1	-9	59	68	27%	4	153	27%	-4	153
COC(=O)C1=C(C)NC(=O)CC1c1ccc(F)c(Br)c1 (stereo not given)	-1	95	96	2%	2	115	-3%	-2	115
CCC1(CC)Cc2ccccc2-c2nc(NCCO)[nH]c(=O)c21	12	74	61	nt	-9	115	nt	9	115
Cc1ccc(C)c(Cn2nnc3c(=O)[nH]c(C4CCCN(C(=O)C5CCCCC5)C4)nc32)c1 (stereo not given)	42	75	33	-46%	4	178	5%	-4	178
CC(=O)c1ccc(N2CCN(c3ccc(S(=O)(=O)N4CCN(C)CC4)cn3)CC2)cc1	4	104	99	3%	nt	nt	3%	nt	nt
O=C(CSc1cc(Cl)ccc1Cl)NCC1CCCO1 (stereo not given)	nt	nt	nt	-7%	?	nt	-1%	-51	140
CCN(CC)C(=S)SCC(=O)Nc1ccc(F)cc1	nt	nt	nt	-2%	-1	85	-5%	1	85
CCOC(=O)CNC(c1ccccc1)c1cc(Br)ccc1NC(=O)OCC (stereo not given)	nt	nt	nt	-8%	8	110	0%	-8	110
O=C1CCN(C(=O)Nc2cccc(Cl)c2)N1	nt	nt	nt	-19%	7	177	16%	-6	177
Cc1nnc(SCCc2ccccc2)[nH]c1=O	6	87	81	-5%	5	192	-21%	-5	192
Cc1ccc(NC(=O)c2ccc(N3C(=O)C4CC=C(Cl)CC4C3=O)cc2)cc1 (stereo not given)	8	77	69	-2%	-65	77	2%	6	139
O=C(OCC(=O)N1CCc2ccccc21)c1ccccc1	0	101	101	22%	2	169	-1%	-2	169
CCOC(=O)c1sc(C)c2c(=O)n(CCc3ccccc3)nnc12	nt	nt	nt	9%	9	169	2%	-9	169

Compounds from the list above that have fluorine:
SMILES	MRP reversal	MRP reversal cytotoxicity	MRP reversal with doxorubicin	PLAP inhibitors HTS	IL1B NFkB pot	IL1B NFkB pot cell count 2 µM	Bcl-B displacement	IL1B NFkB inh	IL1B NFkB inh cell count 2 µM
O=C(CN1C(=O)CNC1=O)Nc1cccc(C(F)(F)F)c1	3	84	80	10%	17	151	2%	-17	151
O=C(Nc1cccc(F)c1)c1c(F)c(F)c(F)c(F)c1F	-22	67	89	16%	14	97	-2%	-14	97
Cc1nnc(-c2cnn(-c3ccccc3)c2N)n1Cc1ccc(F)cc1	nt	nt	nt	8%	10	151	-6%	-10	151
O=C(CN(Cc1ccccc1)S(=O)(=O)c1ccc2c(c1)OCCO2)N/N=C/c1ccc(F)cc1	nt	nt	nt	-1%	9	134	-2%	-9	134
Cc1c(NC(=O)NC(=O)c2ccc(F)cc2)c(=O)n(-c2ccccc2)n1C	-6	100	106	15%	26	197	-6%	-26	197
COc1cc2c(cc1OC)CN(CC(=O)Nc1ccc3c(c1)OC(F)(F)O3)CC2	nt	nt	nt	-42%	-8	151	-10%	8	151
COC(=O)C1=C(C)NC(=O)CC1c1ccc(F)c(Br)c1 (stereo not given)	-1	95	96	2%	2	115	-3%	-2	115
CCN(CC)C(=S)SCC(=O)Nc1ccc(F)cc1	nt	nt	nt	-2%	-1	85	-5%	1	85

Complete entries, quoted from the list:
Results for c1coc(CNc2c3c(nc4ccccc24)CCC3)c1 → MRP reversal = -9; MRP reversal cytotoxicity = 59; MRP reversal with doxorubicin = 68; PLAP inhibitors HTS = 27%; IL1B NFkB pot = 4; IL1B NFkB pot cell count 2 µM = 153; Bcl-B displacement = 27%; IL1B NFkB inh = -4; IL1B NFkB inh cell count 2 µM = 153
Results for CCOC(=O)c1sc(C)c2c(=O)n(CCc3ccccc3)nnc12 → MRP reversal = nt; MRP reversal cytotoxicity = nt; MRP reversal with doxorubicin = nt; PLAP inhibitors HTS = 9%; IL1B NFkB pot = 9; IL1B NFkB pot cell count 2 µM = 169; Bcl-B displacement = 2%; IL1B NFkB inh = -9; IL1B NFkB inh cell count 2 µM = 169

Only part of the results is shown; count on the stated rates, not on these rows.
